Mdm2 MdmX PPI: inhibitors of human Mdm2-MdmX association, primary screen, cell-based, luminescence, split luciferase, SaOS-2, uHTS; 3% of 330,000 active; inhibition, % at 8 µM; SaOS-2 split-luciferase Mdm2/MdmX complementation;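 active = inhibition of at least 50% at 8 µM in the primary screen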
APJ antagonist: antagonists of human apelin receptor APJ, primary screen, CHO-K1 cells, beta-arrestin complementation, luminescence. P35414. inhibition, % at 20 µM. 0.32% of 330,000 active. AID 2521, 2010;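 active = inhibition above about 40% at 20 µM, limit read from the data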;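 also: cells challenged with 10 nM apelin-13 agonist together with compound; plate controls were apelin-13 plus DMSO wells for no effect and DMSO wells lacking apelin-13 for full effect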
Target sequence (P35414 whole entry, looked up): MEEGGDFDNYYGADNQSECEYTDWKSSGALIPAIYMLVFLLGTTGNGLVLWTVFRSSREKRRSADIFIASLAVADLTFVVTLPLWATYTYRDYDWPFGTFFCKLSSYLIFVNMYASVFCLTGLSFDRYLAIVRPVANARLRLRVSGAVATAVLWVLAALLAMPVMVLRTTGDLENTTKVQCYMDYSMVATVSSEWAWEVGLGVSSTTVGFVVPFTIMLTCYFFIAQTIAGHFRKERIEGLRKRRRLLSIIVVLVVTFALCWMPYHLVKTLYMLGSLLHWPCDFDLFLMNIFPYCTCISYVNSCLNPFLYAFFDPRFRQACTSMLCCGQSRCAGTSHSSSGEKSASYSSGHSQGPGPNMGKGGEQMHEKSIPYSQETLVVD
CCR6 antag: CCR6 receptor antagonists, primary screen, cell-based, CHO-K1, luminescence, beta-arrestin, uHTS | 0.49% of 340,000 active | C-C chemokine receptor type 6 (Homo sapiens), P51684 | inhibition, % at 20 µM | CHO-K1 CCR6 PathHunter beta-arrestin, CCL20-stimulated | AID 493098, 2011;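 active = compounds whose inhibition of the agonist-driven luminescence signal at 20 µM reaches about 50%, limit read from the data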;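 also: cells stimulated with CCL20 at 14 nM final; plate controls were DMSO with CCL20 for no effect and DMSO without agonist for full effect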
UPR XBP1 act: activators of adaptive XBP1 UPR arm, primary screen, cell-based, CHO-XBP1 luciferase reporter, luminescence, uHTS; IRE1-XBP1 UPR activation; percent of tunicamycin response, DMSO as zero; activation, % at 20 µM; 0.33% of 330,000 active; AID 463104, 2010;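 active = versus positive control, 20 µM dose yields 30% or more activation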;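 also: 100% = tunicamycin at 10 µg/mL and 0% = DMSO only wells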
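Material: CHO cell line with stable XBP1 luciferase reporter; buffer or medium: F12 medium containing 10% fetal bovine serum; compound: single point, 20 µM final compound, 1% DMSO; incubation: 6 h treatment, 37 °C; measured by: glow luminescence from Steady-Glo reagent; evaluation: activation, % of tunicamycin; control set: tunicamycin high, DMSO low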
CXCR6 block: CXCR6 receptor inhibitors, primary screen, cell-based, beta-arrestin, luminescence, CHO-K1 PathHunter, 1536-well | C-X-C chemokine receptor type 6 (Homo sapiens), O00574 | AID 602244, 2012 | inhibition, % at 20 µM | 0.36% of 360,000 active; in the data active = inhibition above about 34%, passing the limit was not always enough;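 also: antagonist mode with CXCL16 agonist at 10 nM final; 0% = 10 nM CXCL16 with DMSO and 100% = unstimulated wells without agonist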
Target sequence (O00574 whole entry, looked up): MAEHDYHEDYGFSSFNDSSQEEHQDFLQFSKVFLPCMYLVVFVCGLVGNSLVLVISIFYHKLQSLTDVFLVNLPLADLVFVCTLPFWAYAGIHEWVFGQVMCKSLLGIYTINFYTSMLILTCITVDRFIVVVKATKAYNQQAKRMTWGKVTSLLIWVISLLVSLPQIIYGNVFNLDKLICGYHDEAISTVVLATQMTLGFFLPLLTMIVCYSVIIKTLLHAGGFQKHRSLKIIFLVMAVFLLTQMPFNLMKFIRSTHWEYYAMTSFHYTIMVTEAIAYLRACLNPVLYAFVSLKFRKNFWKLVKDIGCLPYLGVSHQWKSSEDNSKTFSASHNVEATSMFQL
tim23-1 inh: growth inhibitors of tim23-1 mutant yeast, primary screen, luminescence, uHTS. inhibition, % at 20 µM. S. cerevisiae tim23-1 growth, BacTiter-Glo luminescence, 24 h. AID 463212, 2010. 1.3% of 330,000 active;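 active = growth inhibition of the mutant yeast at or above 50%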;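 also: temperature-sensitive mutant grown at 25 °C; plate controls were DMSO-treated mutant yeast for no effect and medium wells lacking yeast for full effect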
UPR CHOP act: activators of apoptotic CHOP UPR arm, primary screen, cell-based, CHO-CHOP luciferase reporter, luminescence, uHTS | UPR activation; percent of tunicamycin response over DMSO baseline | activation, % at 10 µM | 0.34% of 330,000 active | AID 449763, 2010;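 active = at 10 µM dose, activation of 40% or more, normalized to positive control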;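 also: 100% = tunicamycin at 10 µg/mL and 0% = DMSO alone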
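Material: CHO-CHOP cells, stable luciferase reporter of PERK-eIF2a-CHOP signalling; quantity: 500 reporter cells seeded per well; buffer or medium: F12 medium containing 10% fetal bovine serum; compound: one dose, 10 µM in 0.5% DMSO; incubation: 6 h compound treatment, 37 °C; measured by: Steady-Glo luciferase luminescence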
APJ agonist: agonists of human apelin receptor APJ, primary screen, CHO-K1 cells, PathHunter beta-arrestin, luminescence; activation, % at 20 µM; 0.11% of 330,000 active; AID 2520, 2010; 0% DMSO wells, 100% apelin;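 active = activation more than six SD over the plate average, tested at 20 µM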;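 also: 0% = DMSO alone and 100% = apelin-13 at 10 nM; some results filed as inactive read as strong as hits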
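Incubation: overnight seeding, 90 min compound at 25 °C, 1 h detection; test system: PathHunter CHO-K1 APJ (AGTRL-1) beta-arrestin reporter cells; amount: 1000 cells/well; doses: one dose, 20 µM compound, 1% DMSO; measured by: beta-gal luminescence; measure: agonist-driven arrestin binding to APJ; benchmarks: negative DMSO alone, positive Apelin-13 at 10 nM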
EBI2 block: EBI2 receptor antagonists, beta-arrestin recruitment, primary screen, cell-based, luminescence, 7a,25-OHC stimulation, uHTS. G-protein coupled receptor 183 (Homo sapiens), P32249. 7a,25-OHC stimulated. inhibition, % at 5 µM. 0.81% of 360,000 active; in the data active = inhibition above about 38%;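 also: enzyme fragment complementation signal reports receptor beta-arrestin coupling in cells; 0% = agonist plus DMSO wells and 100% = wells without agonist; some results beyond the cut were filed as inactive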
Target sequence (P32249 whole entry, looked up, the tested form may be a part): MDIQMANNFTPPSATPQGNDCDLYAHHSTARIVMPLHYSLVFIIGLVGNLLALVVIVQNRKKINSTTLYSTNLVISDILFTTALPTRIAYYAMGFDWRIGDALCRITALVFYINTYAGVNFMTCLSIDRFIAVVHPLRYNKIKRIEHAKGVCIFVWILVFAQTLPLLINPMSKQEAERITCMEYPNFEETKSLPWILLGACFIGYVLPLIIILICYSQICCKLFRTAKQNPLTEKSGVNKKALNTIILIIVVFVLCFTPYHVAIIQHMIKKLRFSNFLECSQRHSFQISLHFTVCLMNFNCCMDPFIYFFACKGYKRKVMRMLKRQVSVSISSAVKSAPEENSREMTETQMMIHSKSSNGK
* hit, by the source's call; & = joins results of further samples.

SMILES	Mdm2 MdmX PPI	APJ antagonist	CCR6 antag	UPR XBP1 act	CXCR6 block	tim23-1 inh	UPR CHOP act	APJ agonist	EBI2 block
COc1ccc(CNc2nc(NC(C)=O)nn2-c2ccccc2)cc1	-1.9	-0.1	20.3	-1.0	-5.5	13.4	-1.8	1.7	-3.8
NC(=O)CC(NC(=O)Cc1cccc2ccccc12)c1ccc(NC2CCN(Cc3ccccc3)CC2)c([N+](=O)[O-])c1 (stereo not given)	55.3*	-2.9	12.8	-0.8	10.7	15.2	1.4	2.7	-11.8
CC(C)(C)[C@H]1COC(=O)[C@@H](Cc2ccc(F)cc2)CC/C=C/C[C@@H](CC(=O)N[C@H](CO)Cc2ccccc2)C(=O)N1	10.4	-1.4	-6.5	-1.0	-10.8	12.6	-1.1	1.2	-9.2
COc1ccc(N2CCN(C(=O)COc3cccc4ccccc34)CC2)cc1	-4.2	1.7	14.2	-4.5	-5.1	18.4	-0.8	-2.9	10.0
Cn1c(=O)c2c(nc(N/N=C/c3ccco3)n2C)n(C)c1=O	20.1	-19.1	-1.3	-2.7	-2.8	6.6	-0.5	1.1	0.7
CCN(CC)C(=O)CSc1nc2ccccc2c(=O)n1CCC(=O)N1CCN(c2ccccc2)CC1	-24.6	8.5	2.7	-3.8	5.4	-33.7	-1.1	-1.4	8.6
COc1cccc(N2CCN(C(=O)CN3C(=O)NC(C)(c4ccc5ccccc5c4)C3=O)CC2)c1 (stereo not given)	16.9	-58.3	7.0	-2.4	3.2	20.3	2.5	0.3	-4.5
COc1cc(/C=C2\C(=O)N(CCC#N)N=C2C)ccc1OCC(=O)Nc1ccccc1	-59.7	-9.0	18.2	0.0	-8.7	3.4	6.0	0.2	-1.9
CN(C)c1ccc(/C=N/NC(=O)c2cc(=O)[nH]c3ccccc23)cc1	7.9	8.9	2.2	0.0	-4.9	7.7	1.1	2.0	-6.2
CCCSC1=C(C#N)C(c2ccccc2C)C(C(=O)OC)C(=O)N1 (stereo not given)	14.0	-11.8	-17.3	-3.5	-5.2	25.8	0.8	-1.6	-5.0
Cc1ccc(S(=O)(=O)CCC(=O)OCC(=O)N(Cc2ccccc2)C(C)C)cc1	15.0	-1.0	8.5	0.0	-0.1	26.4	-0.6	-6.0	-10.3
COc1ccc(Cl)cc1NC(=O)CN(C)C1CCCCC1	12.8	6.1	16.3	1.8	-0.6	6.4	-0.7	-5.2	11.2
CNc1ccccc1C(=O)OC	-16.0	6.3	4.0	0.7	-3.4	6.9	0.3	-2.6	-2.5
Cc1ccc(C(=O)N2CCC(n3nccc3NC(=O)Nc3cccc(F)c3)CC2)cn1	13.0	12.3	-6.2	-5.1	-9.4	1.1	0.5	3.7	-4.0
Cc1cccnc1CCNCc1c(C(=O)N2C[C@@H](C)O[C@@H](C)C2)nc2ccc(Cl)cn12	17.2	-9.5	-1.6	-0.6	0.6	-10.5	-1.9	-10.1	3.6
C[C@]12CCC(=O)C=C1CC[C@@H]1[C@@H]2[C@@H](O)C[C@@]2(C)[C@H]1CC[C@]2(O)C(=O)COC(=O)CCC(=O)O	-40.2&2.9	5.1&14.2	-4.2&-5.1	-4.8&-1.5	-1.7&4.6	8.6&5.3	-1.8&-1.1	0.3&-2.2	-8.7&-0.9
NC(=O)CSc1nnnn1-c1ccc(OC(F)(F)F)cc1	-10.9	9.6	10.3	3.6	2.4	10.3	1.1	-1.7	-2.1
CCCCCn1c(=O)[nH]c2cc(C(=O)NCCc3ccc(OC)c(OC)c3)ccc2c1=O	22.7	-1.6	4.2	-2.8	-2.2	-7.7	-0.4	6.7	5.4
CCCCN(CCCC)C(=O)c1ccccc1NC(=O)CN1C(=O)c2ccccc2C1=O	8.2	11.4	6.9	0.5	4.7	33.3	-0.6	-1.4	-6.4
CCOc1ccc(CC(=O)NNC(=S)NC)cc1	29.4	12.4	-2.0	-3.9	1.4	-11.0	-1.0	-2.2	-6.0
O=C(O)c1ccc2c(=O)[nH]c(CCl)nc2c1	12.5	6.5	-1.8	-3.1	-1.9	4.9	-0.7	-1.9	-12.4
COc1ccc(CN2CC(C(=O)NCCc3ccc(Cl)cc3)CC2=O)cc1 (stereo not given)	18.6	-16.3	24.1	-3.5	1.2	14.1	4.6	-1.2	6.4
CCCCn1c(N)c(N(CCOC)C(=O)CN(C)S(=O)(=O)c2ccc(F)cc2)c(=O)[nH]c1=O	-6.2	7.5	0.3	0.1	10.6	14.3	1.2	-1.3	-4.9
N#Cc1c(NC(=O)CSc2ncn[nH]2)sc2c1CCCCC2	48.5	-9.0	9.4	-4.7	-10.1	22.3	-7.0	-5.0	0.6
CC(=O)NNC(=S)Nc1cccc(F)c1	-19.1	18.8	-2.0	3.5	-2.5	3.9	0.3	1.4	-8.2
O=C(CN1CCN(c2ccc(Cl)cc2)CC1)N1CCCC1	5.1	4.2	0.1	-2.9	-5.9	-4.6	1.3	1.8	3.1
Fc1ccccc1Nc1nc2ccccc2o1	-179.2	2.9	-17.1	-5.2	-8.8	26.9	1.9	-0.7	3.7
Cn1cccc1C(=O)OCC(=O)NCCc1ccccc1	0.2	7.0	3.3	4.9	6.3	-5.2	2.2	-1.9	0.3
CCc1ccc(CNC(=O)CCn2ccc3cc(S(=O)(=O)N4CCCC4)ccc32)cc1	22.3	3.7	-1.6	-1.6	4.8	14.4	-0.6	-5.6	10.4
Cc1nc(C)c(-c2ccc(SCc3ccccc3F)nn2)s1	-103.0	7.4	22.5	9.4	2.1	20.6	3.5	0.0	-2.7
CCOc1ccc(NC(=O)C2CC(=O)N(Cc3ccco3)C2)cc1 (stereo not given)	-10.2	11.0	2.3	-2.9	-6.0	8.2	0.2	-0.6	-3.1
Cc1ccsc1CNC1C2CC3CC(C2)CC1C3 (stereo not given)	12.5	34.3	3.8	0.5	-0.5	1.4	-0.5	-2.7	-8.3
CCOC(=O)C1=C(N)OC2=C(C(=O)CCC2)C1c1ccccc1OCC (stereo not given)	14.4	12.5	8.2	0.2	5.4	31.0	-0.5	-2.2	-0.5
O=[N+]([O-])c1cc(NCCO)c(N2CCCCCC2)c2nonc12	-11.3	0.8	18.9	-1.5	1.8	2.0	0.2	-1.7	-4.7
COc1ccccc1CCC(=O)N(C)CC(=O)Nc1ccc(Cl)c(C(F)(F)F)c1	25.8	12.8	27.5	-7.3	-0.4	25.9	1.3	-2.3	-15.5
CCCn1nc(NC(=O)c2cccs2)c2cc3ccc(C)cc3nc21	14.4	1.5	-6.7	2.1	1.5	-2.4	3.8	4.3	8.1
CCOC(=O)CNC(=O)CSc1ccc2nnc(-c3ccc(F)cc3)n2n1	12.5	-23.2	-7.1	-3.4	-12.1	7.8	-3.1	6.2	-2.9
Cc1cc(C)c(C(=O)COC(=O)c2cc([N+](=O)[O-])ccc2NCCO)cc1C	32.7	-11.7	15.6	-1.4	-0.4	13.1	-1.4	-1.1	21.1
O=C(COC(=O)c1ccc(Br)o1)NCc1cccs1	-3.6	-7.6	-2.3	-0.4	2.0	16.5	-3.2	-1.2	-4.9
Cc1ccc(C)c(CN2C(=O)NC3(CCCCCC3)C2=O)c1	-11.2	-9.5	8.9	-1.9	-1.6	22.8	0.6	-2.4	12.2

Random excerpt: 2 compounds from above, in no set order.
SMILES	Mdm2 MdmX PPI	APJ antagonist	CCR6 antag	UPR XBP1 act	CXCR6 block	tim23-1 inh	UPR CHOP act	APJ agonist	EBI2 block
CCCCn1c(N)c(N(CCOC)C(=O)CN(C)S(=O)(=O)c2ccc(F)cc2)c(=O)[nH]c1=O	-6.2	7.5	0.3	0.1	10.6	14.3	1.2	-1.3	-4.9
Cc1ccsc1CNC1C2CC3CC(C2)CC1C3 (stereo not given)	12.5	34.3	3.8	0.5	-0.5	1.4	-0.5	-2.7	-8.3

The results go on.
SMILES	Mdm2 MdmX PPI	APJ antagonist	CCR6 antag	UPR XBP1 act	CXCR6 block	tim23-1 inh	UPR CHOP act	APJ agonist	EBI2 block
O=C(NCc1ccc(F)cc1)C1CCN(S(=O)(=O)c2cccnc2)CC1	21.5	3.9	12.6	-3.8	-7.2	-1.6	0.9	0.6	11.4
O=C(O)CC(C(=O)O)N1C(=O)/C(=C/C=C/c2ccco2)SC1=S (stereo not given)	10.8	12.9	19.6	-0.4	9.5	8.3	0.9	-4.0	-4.7
O=C(N/N=C/c1ccc(O)cc1)c1ccc(COc2cc(Cl)ccc2Cl)o1	60.8*	8.2	8.5	14.5	-4.9	-1.1	0.0	2.5	16.0
Cc1[nH]c2ccccc2c1C(=O)CN1C(=O)NC(C)(c2ccc(Cl)cc2Cl)C1=O (stereo not given)	-0.8	-6.1	-14.1	-1.8	1.1	19.1	-1.6	6.3	-4.1
CC[C@@H](C)C(N)c1cn([C@@H](CCC(=O)O)C(=O)N2CCNCC2)nn1 (stereo not given in full)	15.6	16.5	9.7	2.6	-13.3	-3.0	3.0	0.5	-1.5
Cc1cccc(C)c1NC(=O)COC(=O)C1CC(=O)N(Cc2ccccc2)C1 (stereo not given)	11.7	6.3	1.3	1.1	-1.3	3.6	-0.6	2.7	-2.3
COc1ccccc1CNCc1cccs1	18.2	8.6	13.0	-3.2	1.0	15.9	-2.0	-0.9	1.0
CCCc1cc(C(=O)Nc2ccc(OC)cc2[N+](=O)[O-])cs1	15.3	-31.9	-0.5	-3.1	-19.1	18.0	3.9	5.1	-5.9
Cc1nc(NCCc2ccccc2)c2nnn(Cc3ccccc3Cl)c2n1	6.7	-22.6	-4.4	3.3	6.8	-1.8	2.4	-1.0	5.6
CCOC(=O)c1c(C)[nH]c(C(=O)Cn2c(=O)oc3ccccc32)c1C	11.9	13.0	-0.9	-3.1	-0.5	8.2	-0.5	5.0	-3.9
CCC(C)N(C(=O)c1csnn1)C(C(=O)NCc1ccc(F)cc1)c1ccccc1F (stereo not given)	27.3	8.0	1.4	2.0	5.2	15.3	0.2	0.8	-2.3
CCCCc1ccc(Nc2ncccc2C#N)cc1	-56.0	-16.5	8.5	0.7	-1.6	5.9	1.7	-1.4	-19.0
O=C(CN(CC1CCCO1)C(=O)CNS(=O)(=O)c1ccc(F)cc1)NCc1ccco1 (stereo not given)	9.8	-2.1	2.6	-2.1	-8.1	-8.0	0.5	-2.1	-3.4

Screening data from PubChem.

An excerpt; count on the stated rates, not on these rows.
